tim10-1 inh: growth inhibitors of tim10-1 mutant yeast, primary screen, luminescence, uHTS | S. cerevisiae tim10-1 ts strain growth, BacTiter-Glo, 24 h | AID 463190, 2010 | inhibition, % at 20 µM | 330,000 tested, 2.2% active;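 active = inhibition of at least 40%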;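 also: mutant grown at 25 °C; 0% = DMSO wells with yeast and 100% = wells holding no yeast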
APJ agonist: agonists of human apelin receptor APJ, primary screen, CHO-K1 cells, PathHunter beta-arrestin, luminescence. P35414. 0% DMSO wells, 100% apelin. activation, % at 20 µM. 330,000 tested, 0.11% active. AID 2520, 2010;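 active = activation more than six SD over the plate average, tested at 20 µM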;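 also: 0% = DMSO alone and 100% = apelin-13 at 10 nM; some results filed as inactive read as strong as hits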
Target sequence (P35414 whole entry, looked up): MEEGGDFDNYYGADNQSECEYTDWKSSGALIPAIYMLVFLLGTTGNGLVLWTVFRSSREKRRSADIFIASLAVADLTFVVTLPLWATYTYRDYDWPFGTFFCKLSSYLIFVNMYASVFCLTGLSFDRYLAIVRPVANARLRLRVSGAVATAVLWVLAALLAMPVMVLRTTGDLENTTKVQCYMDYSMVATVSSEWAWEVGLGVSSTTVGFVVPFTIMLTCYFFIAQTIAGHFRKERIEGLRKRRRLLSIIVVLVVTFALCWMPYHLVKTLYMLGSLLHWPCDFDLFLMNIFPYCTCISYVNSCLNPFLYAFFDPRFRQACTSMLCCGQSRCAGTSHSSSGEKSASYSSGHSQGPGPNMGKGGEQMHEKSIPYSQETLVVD
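Assay system: CHO-K1 APJ beta-arrestin complementation cell line / Compound: single test compound dose, 20 µM final, 1% DMSO / Times: overnight seeding, 90 min compound at 25 °C, 1 h detection / Technique: beta-gal luminescence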
NALP3 yeast inh: NALP3 inflammasome inhibitors in reconstituted yeast, primary screen, luminescence, uHTS. Yeast reconstituted NLRP3/ASC/caspase-1, beta-gal luminescence, 24 h. inhibition, % at 10 µM. 330,000 tested, 0.39% active;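 active = inhibition of 50% or more; inactive = inhibition below 50%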;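 also: plate controls were induced DMSO wells for no effect and uninduced yeast grown without galactose for full effect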
tim23-1 inh: growth inhibitors of tim23-1 mutant yeast, primary screen, luminescence, uHTS. inhibition, % at 20 µM. 330,000 tested, 1.3% active. S. cerevisiae tim23-1 growth, BacTiter-Glo luminescence, 24 h;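 active = growth inhibition of the mutant yeast at or above 50%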;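 also: temperature-sensitive mutant grown at 25 °C; plate controls were DMSO-treated mutant yeast for no effect and medium wells lacking yeast for full effect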
CHOP UPR activ: activators of apoptotic CHOP UPR arm, primary screen, cell-based, CHO-CHOP luciferase reporter, luminescence, uHTS. UPR activation; percent of tunicamycin response over DMSO baseline. activation, % at 10 µM. 330,000 tested, 0.34% active. AID 449763, 2010;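 active = at 10 µM dose, activation of 40% or more, normalized to positive control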;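 also: 100% = tunicamycin at 10 µg/mL and 0% = DMSO alone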
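Test system: CHO CHOP reporter cells. Input: 500 CHO-CHOP cells per well. Medium: F12 with 10% FBS. Technique: luciferase luminescence. Measure: percent activation relative to tunicamycin control. Dosing: 10 µM compound, 0.5% DMSO. Timing: 16-18 h cell attachment, then 6 h compound exposure, 37 °C.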
TIM10 inh: growth inhibitors of isogenic TIM10 control yeast, primary screen, counter-screen for tim10-1 yeast inhibitor project, luminescence, uHTS. 330,000 tested, 1.4% active. inhibition, % at 10 µM. S. cerevisiae TIM10 strain growth, BacTiter-Glo luminescence, 24 h. AID 463195, 2010;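 active = inhibition of 40% or more at the single tested concentration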;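 also: wild-type TIM10 isogenic control strain grown at permissive 25 °C; 0% = DMSO yeast wells and 100% = minimal medium wells without yeast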
NR3A LBD binder: binders of NR3A ligand-binding domain, primary screen, biophysical, differential scanning fluorimetry, uHTS | AID 1259313, 2017 | Tm shift relative to glycine control, % at 25 µM | 340,000 tested, 2.5% active | NR3A LBD differential scanning fluorimetry, Tm shift; 0% = protein alone, 100% = glycine-bound protein;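 active = melting temperature shift of at least 10% of the positive control shift, at one fixed dose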
Mdm2-MdmX inh: inhibitors of human Mdm2-MdmX association, primary screen, cell-based, luminescence, split luciferase, SaOS-2, uHTS; 330,000 tested, 3% active; inhibition, % at 8 µM; AID 485346, 2010; Protein Mdm4 (Homo sapiens) + E3 ubiquitin-protein ligase Mdm2 (Homo sapiens), …; SaOS-2 split-luciferase Mdm2/MdmX complementation;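 active = inhibition of at least 50% at 8 µM in the primary screen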
UPR XBP1 act: activators of adaptive XBP1 UPR arm, primary screen, cell-based, CHO-XBP1 luciferase reporter, luminescence, uHTS; IRE1-XBP1 UPR activation; percent of tunicamycin response, DMSO as zero; activation, % at 20 µM; 330,000 tested, 0.33% active; AID 463104, 2010;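 active = versus positive control, 20 µM dose yields 30% or more activation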;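 also: 100% = tunicamycin at 10 µg/mL and 0% = DMSO only wells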
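Material – CHO cell line with stable XBP1 luciferase reporter · Buffer or medium – F12 plus 10% FBS · Compound – single point, 20 µM final compound, 1% DMSO · Schedule – 16-18 h cell attachment at 37 °C, then 6 h compound exposure · Signal – Steady-Glo luminescence read · Benchmarks – high control tunicamycin 10 µg/mL final, low control DMSO vehicle only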
Starred values were filed as active, the others as inactive.

SMILES	tim10-1 inh	APJ agonist	NALP3 yeast inh	tim23-1 inh	CHOP UPR activ	TIM10 inh	NR3A LBD binder	Mdm2-MdmX inh	UPR XBP1 act
CCOC(=O)c1cc(-c2ccccc2)sc1NC(=O)C(C)Sc1nnnn1C (centres undefined)	-18.3	1.2	11.9	0.1	3.4	7.5	-2.3	28.9	5.3
COc1ccc(NC(=O)CC(C)NCCCN2CCCC2=O)cc1 (centres undefined)	10.5	0.9	7.9	-6.0	0.6	8.4	-0.3	-22.0	-0.1
Cc1ccccc1NS(=O)(=O)c1ccc(C(=O)NCC(c2ccco2)N(C)C)cc1 (centres undefined)	-5.3	2.2	11.4	-6.1	-0.6	-10.9	-3.4	21.8	-1.0
CC1(C)CC(=O)c2c(nc(SCC(=O)Nc3nsc(-c4ccccc4)n3)c(C#N)c2-c2ccccc2)C1	31.3	-2.4	18.1	23.0	-0.2	21.2	-0.6	19.7	-3.5
Cc1cc(-c2ccccc2)nc(N/N=C/c2ccccc2F)n1	31.5	-3.6	35.5	48.4	5.9	28.4	2.8	-50.9	-0.7
CCOC(=O)N1CCN(C(=O)c2cc3c(s2)-c2c(C)cccc2OC3)CC1	18.6	-2.0	11.3	16.1	0.7	10.0	-1.0	8.7	0.5
O=S(=O)(NCc1ccccn1)c1cc(C(F)(F)F)ccc1Cl	11.9	-3.2	-9.8	18.3	0.3	-0.7	-2.4	-4.5	4.7
COc1cccc(OCc2cc(C(=O)NCC3CCCCC3)no2)c1	4.8	7.6	12.5	16.7	2.5	-7.7	1.4	-8.4	-2.7
COc1ccc(S(=O)(=O)N2CCNCC2)cc1	-6.0	-3.2	22.7	-7.7	2.4	-5.5	-0.7	12.4	-5.7
COc1cccc(CNCCNC(=O)c2ccco2)c1OC	7.2	-4.6	-0.1	1.0	-1.7	5.3	-1.8	4.9	0.1

Just CHOP UPR activ, tim10-1 inh and tim23-1 inh, for 3 of the compounds above:
SMILES,CHOP UPR activ,tim10-1 inh,tim23-1 inh
Cc1cc(-c2ccccc2)nc(N/N=C/c2ccccc2F)n1,5.9,31.5,48.4
CCOC(=O)N1CCN(C(=O)c2cc3c(s2)-c2c(C)cccc2OC3)CC1,0.7,18.6,16.1
O=S(=O)(NCc1ccccn1)c1cc(C(F)(F)F)ccc1Cl,0.3,11.9,18.3

The list continues.
SMILES	tim10-1 inh	APJ agonist	NALP3 yeast inh	tim23-1 inh	CHOP UPR activ	TIM10 inh	NR3A LBD binder	Mdm2-MdmX inh	UPR XBP1 act
CCc1cccc(CC)c1NC(=O)COC(=O)c1ccc2c(c1)S(=O)(=O)c1ccccc1C2=O	-2.7	-0.5	-11.6	-14.5	0.5	-9.7	-11.8	-6.9	1.8
Cc1cc(NC(=O)c2sccc2C)n(-c2nc3ccccc3[nH]2)n1	48.6*	-0.3	15.9	44.0	-1.1	21.1	-1.0	58.7*	12.7
COc1ccccc1CNC(=O)CCc1cn(C)c2ccccc12	3.2	-1.8	20.9	12.9	-1.0	13.0	-2.4	-5.9	-10.1
Cc1ccccc1C(=O)Nc1scc(-c2ccc(Br)cc2)c1C(=O)O	21.6	-1.3	68.2*	47.5	1.3	52.9*	-15.2	11.9	3.1
CCOc1ccccc1CNCCN1CCOCC1	9.2	-4.9	-12.4	6.8	-1.6	3.0	1.4	4.4	-2.0
Cc1cc(C(=O)COC(=O)c2ccc[nH]c2=O)c(C)n1C	2.6	-5.6	-10.9	-11.3	1.3	2.6	1.2	31.5	-1.4
Cc1cccc(C(C#N)c2nc3ccccc3nc2C(F)(F)F)c1 (centres undefined)	19.5	0.3	20.9	17.2	0.6	-18.5	7.3	3.7	-3.9
COc1cccc(-n2ccnc2SCC(=O)Nc2cc(OC)ccc2OC)c1	8.1	-1.3	10.7	17.4	-0.4	-7.1	3.6	22.9	-2.9
COC(=O)c1ccccc1NC(=O)CN(C1CCCCC1)S(C)(=O)=O	35.3	-1.7	-7.7	26.8	-3.4	13.5	1.7	12.6	0.4
COc1ccc(OC)c(S(=O)(=O)N2CCCC(C(=O)NCCc3ccccc3)C2)c1 (centres undefined)	-8.7	-2.0	1.7	0.1	0.7	-8.2	0.7	22.8	-0.7
O=C(CNC(=O)N1CC(=O)Nc2ccccc21)NCCc1ccc(Cl)cc1	20.2	-2.5	14.9	8.4	1.3	-7.1	0.3	-4.3	-3.1
COc1ccc(C)cc1NC(=O)COC(=O)Cc1ccc(-c2ccccc2)cc1	-37.0	-0.8	26.8	-36.4	0.5	-14.9	-0.6	-3.7	-1.5
Cc1noc(C)c1COC(=O)C1COc2ccccc2O1 (centres undefined)	16.6	-6.1	15.9	1.0	-1.0	-7.1	-2.0	-0.4	-0.7
Cc1ccc(CNS(=O)(=O)c2ccc3c(c2)CCN3C(=O)C2CCC2)cc1	-15.3	6.7	17.5	6.9	1.0	3.4	5.0	5.6	-3.9
CCCN1CCN(CCCNC(=O)CCn2nc(-c3ccccc3)ccc2=O)CC1	-4.2	-4.3	-10.2	4.7	1.4	-2.6	2.2	0.5	-1.3
Cc1cc(Cl)c(S(=O)(=O)NCc2cccnc2)cc1OCC(=O)NC1CCCCC1	13.3	-0.2	6.5	1.6	-3.0	9.1	1.1	-4.4	-1.3
COc1ccc(CCNC(=O)c2cc3c(F)cccc3s2)cc1OC	-19.5	-2.7	9.1	16.0	-0.2	0.7	-13.2	20.3	-0.5
Cc1cc(C)c(Cn2c3ccccc3c3cnn(CC(=O)NCc4ccccn4)c(=O)c32)c(C)c1	34.7	5.6	10.4	15.2	3.0	4.3	0.5	35.4	-4.1
CCOc1ccc(N(CC(=O)NCCc2ccc(OC)cc2)S(C)(=O)=O)cc1	10.8	-3.8	1.6	17.9	-1.9	20.7	0.2	5.0	1.6
CC(=O)c1ccccc1N(C(=O)c1ccco1)C(C(=O)NC1CCCC1)c1ccc(C)cc1 (centres undefined)	23.3	-1.3	24.3	22.6	0.1	3.7	-3.1	-8.7	3.6
COC(C(=O)N/N=C(\C)c1ccc(C)cc1)c1ccccc1 (centres undefined)	-2.4	0.1	14.8	8.1	0.8	-9.0	1.6	8.7	-4.1
S=C(Nc1ccccc1Cl)N1CCN(c2ccccn2)CC1	11.2	-0.8	29.2	16.5	3.8	2.6	4.3	24.1	-0.2
CC(C)c1nnc(NC(=O)CCC(=O)NCc2ccco2)s1	-7.9	1.3	8.6	4.7	-0.1	8.0	0.5	-9.0	3.1
CCOC(=O)COc1nc(-c2ccc(Cl)cc2)cc(-c2ccco2)c1C#N	11.0	-4.6	4.3	7.3	0.1	-0.7	1.9	-5.7	2.5
CCCCC(=O)NN(C)c1nc(-c2ccccc2)nnc1C(F)(F)F	-2.1	2.5	23.1	8.2	-2.3	26.5	-2.2	-4.2	-1.6
COc1cccc(C(C(=O)NC2CCCCC2)N(CC2CCCO2)C(=O)CNC(=O)c2ccco2)c1 (centres undefined)	0.6	0.7	2.6	14.4	0.4	17.0	-1.8	13.3	1.6
Cc1ccc(/C=C/C(=O)O)cc1S(=O)(=O)N1CCc2ccccc21	6.0	-1.7	-4.0	14.2	-2.1	-12.6	0.1	-9.9	-2.7
O=C(CSc1nnc(-c2ccccn2)n1Cc1ccccc1)NC1CCCC1	25.0	-0.8	8.2	15.2	-1.5	27.0	-7.0	13.9	-2.4
COc1ccccc1C(=O)NCC(=O)N/N=C/c1ccc([N+](=O)[O-])cc1	-0.1	0.8	-0.6	2.8	-4.1	-2.3	0.2	-6.4	-0.3
NC(=O)c1ccccc1NC(=O)c1ccccc1Cl	-4.9	-4.5	21.9	-5.8	1.0	2.8	-5.1	15.2	-0.1

Part of the list above in order of count of non-hydrogen atoms, smallest number first.
SMILES	tim10-1 inh	APJ agonist	NALP3 yeast inh	tim23-1 inh	CHOP UPR activ	TIM10 inh	NR3A LBD binder	Mdm2-MdmX inh	UPR XBP1 act
COC(C(=O)N/N=C(\C)c1ccc(C)cc1)c1ccccc1 (centres undefined)	-2.4	0.1	14.8	8.1	0.8	-9.0	1.6	8.7	-4.1
COc1ccccc1C(=O)NCC(=O)N/N=C/c1ccc([N+](=O)[O-])cc1	-0.1	0.8	-0.6	2.8	-4.1	-2.3	0.2	-6.4	-0.3
O=C(CSc1nnc(-c2ccccn2)n1Cc1ccccc1)NC1CCCC1	25.0	-0.8	8.2	15.2	-1.5	27.0	-7.0	13.9	-2.4

Additional structures
SMILES	tim10-1 inh	APJ agonist	NALP3 yeast inh	tim23-1 inh	CHOP UPR activ	TIM10 inh	NR3A LBD binder	Mdm2-MdmX inh	UPR XBP1 act
CCN(CC)CCC(c1cc(OC)c(OC)c(OC)c1)c1c(O)cc(OC)cc1OC (centres undefined)	5.1	3.5	-9.3	13.4	1.0	-0.3	0.3	-14.1	3.3
CC(C)CNC(=O)CSc1nc2scc(-c3ccccc3)c2c(=O)[nH]1	16.5	0.8	7.7	14.4	2.3	-8.7	-3.2	-31.8	0.3
Cc1ccc(NC(=O)C2CCCN2S(=O)(=O)c2cccc3cccnc23)cc1F (centres undefined)	22.1	8.1	0.7	35.6	-0.1	14.7	1.0	11.2	-1.4
CN1C(=O)C(O)(CC(=O)/C=C/C=C/c2ccccc2)c2ccccc21 (centres undefined)	24.5	-2.2	12.1	11.5	1.4	7.2	0.0	-3.8	0.6
CC(=O)Nc1ccc(S(=O)(=O)NCCS(=O)(=O)N2CCN(c3ccccc3)CC2)cc1	17.1	12.6	10.4	4.4	0.9	8.5	1.5	11.1	-2.7
COc1ccc(OC(C)C(=O)N(C)Cc2nc(-c3ccc(OC)cc3)no2)cc1 (centres undefined)	10.4	-2.9	7.3	18.3	1.1	24.5	0.0	33.0	-0.8
C/C(=N\O)c1ccco1	-7.3	-3.0	18.5	4.2	-0.2	4.5	1.4	-19.9	-1.6
Cc1ccc(S(=O)(=O)N(CC(=O)O)Cc2ccco2)cc1	14.4	-2.8	1.0	-0.1	0.3	-1.6	-1.0	-12.6	-0.1
CCN(Cc1nc(-c2ccc(OC)cc2)no1)C(=O)c1ccc2c(c1)OCO2	-7.8	-0.7	18.9	-6.1	-1.5	-6.0	-1.7	14.3	-2.7
CCN(CC(=O)NCc1ccc(Cl)cc1)C(=O)c1sccc1C	8.3	-4.3	-3.9	12.7	-0.3	5.0	3.6	16.8	-2.6
Cc1ccc(C(=O)NNC(=O)c2cc3ccccc3cc2O)cc1	-2.4	-2.6	17.8	19.0	0.8	3.5	-1.8	26.2	-1.7
O=C(NCc1ccco1)c1cc(-c2cccnc2)nc2ccccc12	19.0	-1.0	5.9	6.5	2.3	14.3	0.5	7.9	3.3
CC(O)[C@H]1CNCCN1CCc1cc(C(F)(F)F)cc(C(F)(F)F)c1 (some centres undefined)	-9.4	6.4	1.8	-5.9	0.7	-5.1	-0.3	6.1	-2.1
Nc1c(C(=O)NC2CC2)c2nc3ccccc3nc2n1-c1ccc2c(c1)OCO2	27.3	0.7	25.0	30.3	2.8	22.5	-6.7	39.6	0.8
